Screens from PubChem BioAssay.
LGR2 inh: blocks bursicon-induced cAMP signaling via Drosophila LGR2. HEK293 LGR2, CRE-luciferase, bursicon-stimulated, 4 h. inhibition, % at 9.99 µM. actives 0.35% (n = 380,000);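 active = drop in luminescence signal, shown as inhibition above about 50% in the replicate tests, limit read from the data, passing the limit was not always enough; inconclusive = probably only some replicates passing the limit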;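 also: agonist challenge used bursicon conditioned medium at about half maximal strength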
DENV2 CPE: protects cells from dengue virus 2 cytopathic effect. actives 1.7% (n = 350,000). CPE inhibition, % at 9.99 µM. DENV2-infected cells, cytopathic effect rescue, plate reader; in the data active = CPE inhibition above about 20%, passing the limit was not always enough; inconclusive = no clear call, values can overlap the other calls; tested in BHK-21 cells;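 also: 0% = median of neutral control wells and 100% = median of positive control wells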
ARNT-TACC3 inh: disruptors of human ARNT/TACC3 interaction; AID 623870; AlphaScreen His-ARNT PAS-B/GST-TACC3 binding, luminescence; TACC3 fragment carries E629A point mutation; actives 0.66% (n = 390,000); Q9Y6A5; inhibition, % at 9.99 µM;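 active = mean inhibition of replicates at least 50% and at least half of replicates each reaching 50%; inconclusive = half or more replicates reach 50% but mean below 50%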;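 also: 0% = complete ARNT plus TACC3 wells and 100% = ARNT alone without TACC3; many hits fall short of the cut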
SIRT5 block: sirtuin-5 (human) deacylase inhibition | Purified SirT5, succinyl-peptide AMC, trypsin-coupled fluorescence | AID 652115 | Q9NXA8 | inhibition, % at 15 µM | actives 1.1% (n = 330,000); in the data active = inhibition above about 15%; inconclusive = no clear call, values can overlap the other calls
Target sequence (Q9NXA8 whole entry, looked up): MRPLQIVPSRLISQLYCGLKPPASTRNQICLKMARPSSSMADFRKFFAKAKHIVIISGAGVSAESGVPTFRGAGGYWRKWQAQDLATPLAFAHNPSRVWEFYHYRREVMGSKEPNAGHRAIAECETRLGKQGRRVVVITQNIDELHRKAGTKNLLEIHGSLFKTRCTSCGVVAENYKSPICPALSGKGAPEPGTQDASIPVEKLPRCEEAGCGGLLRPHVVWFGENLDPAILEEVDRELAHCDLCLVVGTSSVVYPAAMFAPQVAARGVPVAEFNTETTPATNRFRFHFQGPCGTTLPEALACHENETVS
CASP6 VEID inh: inhibitors of human caspase-6. purified caspase-6, Z-VEID-R110 cleavage fluorescence. inhibition, % at 12.5 µM. actives 0.53% (n = 350,000). AID 686996;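 active = mean inhibition across replicates at least about 35%, with every replicate also reaching that limit, limit read from the data; inconclusive = only one of the two criteria met; inactive = neither criterion met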;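 also: 0% = median of neutral control wells and 100% = no fluorescence left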
Target sequence (P55212 24-179 limits assumed): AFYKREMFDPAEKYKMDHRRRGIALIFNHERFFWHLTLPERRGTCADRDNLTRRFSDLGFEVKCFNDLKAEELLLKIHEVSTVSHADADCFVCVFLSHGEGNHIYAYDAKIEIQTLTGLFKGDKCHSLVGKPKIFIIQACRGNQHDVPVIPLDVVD
Target sequence (P55212 194-293 limits assumed): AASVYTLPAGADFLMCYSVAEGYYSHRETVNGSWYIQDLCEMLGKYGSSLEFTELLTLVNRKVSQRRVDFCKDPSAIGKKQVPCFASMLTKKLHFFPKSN
PAX8 inh HTS: lowers PAX8-driven luciferase in RMG-I cells. AID 652154. actives 1.2% (n = 360,000). inhibition, % at 12.6 µM. RMG-I TPO-luciferase reporter, SteadyGlo, 24 h;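 active = mean replicate inhibition at least 60% with every replicate also reaching 60%; inconclusive = only one of the two criteria is met; inactive = mean below 60% and not all replicates reaching 60%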;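 also: luciferase light reporting Pax8 driven TPO promoter activity; plate controls were median of neutral control wells for no effect and mitoxantrone controls for full effect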
EWS-Fli block: inhibitors of EWS/Fli oncoprotein transcriptional activity; AID 651661; actives 0.67% (n = 350,000); A673 NR0B1-luciferase reporter, viability-normalised; inhibition, % at 12.6 µM;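 active = mean inhibition of at least 50% after viability correction, with every replicate also passing that limit; inconclusive = mean reaches 50% but only one of two replicates passes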;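 also: firefly luciferase signal divided by Alamar Blue viability fluorescence both relative to DMSO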
* hit, by the source's call; ? = inconclusive; / = no result given.

SMILES	LGR2 inh	DENV2 CPE	ARNT-TACC3 inh	SIRT5 block	CASP6 VEID inh	PAX8 inh HTS	EWS-Fli block
Cc1c(NC(=O)c2cc(Br)ccc2Cl)cccc1-n1cnnn1	-10	2	-8	-3	1	-7	-1
NCC[C@H]1CC[C@H](NS(=O)(=O)Cc2ccccc2)[C@H](CO)O1	13	8	-49	1	-8	1	-1
O=C(Cc1ccncc1)NCC[C@@H]1CC[C@H](NC(=O)C2CC2)[C@H](CO)O1	6	8	-5	1	-4	-3	-5
CC(C)(C)C(O)(CC#CCN1CCCC1)c1ccccc1 (centres undefined)	-29	2	-5	-5	-13	20	10
O=C(NCC(=O)N(c1cccc(F)c1)C(C(=O)NC1CCCC1)c1ccncc1)c1cccs1 (centres undefined)	6	-3	-9	/	3	-1	5
Cc1ccccc1S(=O)(=O)NCC[C@H]1CC[C@@H](NC(=O)C2CCC2)[C@@H](CO)O1	17	3	-9	-2	-2	0	8
Cc1ccccc1NC(=O)/C=C/c1cccc(C(F)(F)F)c1	-3	-11	-9	-3	0	/	/
CCC(=O)N1c2ccc(S(=O)(=O)N3CCN(CC)CC3)cc2CC1C (centres undefined)	-5	-3	-4	-2	-2	-2	2
CCOC(=O)c1sc2nc(C)nc(SC(C)C(=O)NC3CC3)c2c1C (centres undefined)	-7	-1	4	1	0	-15	1
CC(C)(C)c1ccccc1NC(=O)CN1C(=O)NC2(CCCC2)C1=O	-11	3	22	-5	-1	-10	2
CS(=O)(=O)N1CCC(C(=O)Nc2cc(Cl)c(Cl)cc2Cl)CC1	0	?	-1	1	3	13	-1
CCOc1cc(/C=C2\COc3ccccc3C2=O)cc(Br)c1OCC(=O)N(C)C	-1	-3	-5	-9	10	10	63*
O=C(Nc1ccc2c(c1)[C@H]1C[C@@H](CC(=O)N3CCCCC3)O[C@@H](CO)[C@H]1O2)c1cccnc1	-15	6	-6	3	1	-11	-4
O=C(N[C@H]1CC[C@H](CCNS(=O)(=O)c2ccc(Cl)cc2)O[C@H]1CO)c1cccnc1	1	1	-1	6	1	-13	-13
COCCn1c(SCC(=O)NC(C)c2ccccc2)nc2ccccc21 (centres undefined)	11	-1	22	-2	2	-1	-4
O=C(C1CCC(CNS(=O)(=O)c2cccc3cccnc23)CC1)N1CCc2ccccc21 (centres undefined)	11	-2	-5	/	1	20	15
CC(C)=C1C2CCC1C(C(=O)Nc1sc(C)c(-c3ccc(C(C)C)cc3)c1C(N)=O)C2C(=O)O (centres undefined)	19	3	5	-5	9	28	4
CCCc1nc2ccccc2c(=O)n1CC(=O)c1ccc(F)cc1	2	?	2	-1	4	32	2
CCN(CCCNC(=O)Cn1cc2c(n1)CCCC2)c1cccc(C)c1	1	-3	16	/	1	20	-1
CC(C)(C#CC(O)(c1ccccc1)c1ccccc1)N1CCCC1	16	1	-4	-7	-3	9	4
Cc1ccc(-c2nc3[nH]c(=O)cc(NC(=O)c4cccs4)n3n2)cc1	13	7	30	1	1	0	1
CCOC(=O)c1ccc(/[N+]([O-])=C/c2ccccc2)cc1	-81	1	1	/	1	-151	-54
Cc1cc(/C=C2\SC(=O)N(C)C2=O)c(C)n1-c1ccc(O)cc1	42	5	37	0	2	-29	17
Cc1cccn2cc(-c3c[nH]c4ccccc34)nc12	-83	-8	4	-30	0	36	-97
O=C(/C=C/c1ccccc1)Oc1cccc(C(=S)N2CCOCC2)c1	7	-2	-3	1	-2	16	6
CC(=O)Nc1ccc(S(=O)(=O)N(C)CC(=O)Nc2ccc(Br)cc2F)cc1	-5	-1	25	-1	-1	15	1
Cn1c(=O)[nH]c(=O)c2c1nc(CN1CCN(c3ccccc3F)CC1)n2CC(N)=O	11	-8	-5	2	-3	1	-9
O=C(COC(=O)c1ccccc1O)NCCc1c[nH]c2ccccc12	8	9	15	1	1	-2	15
CCN(CC(=O)NCc1ccc(Cl)cc1)C(=O)/C=C/c1ccc(C#N)cc1	2	3	11	/	2	-2	9
Cc1[nH]n(-c2ccc(Cl)cc2)c(=O)c1C(=O)c1ccccc1	27	-1	-8	5	3	23	0

Reformatted: entries from further up.
Cn1c(=O)[nH]c(=O)c2c1nc(CN1CCN(c3ccccc3F)CC1)n2CC(N)=O
  LGR2 inh: 11 | DENV2 CPE: -8 | ARNT-TACC3 inh: -5 | SIRT5 block: 2 | CASP6 VEID inh: -3 | PAX8 inh HTS: 1 | EWS-Fli block: -9
O=C(COC(=O)c1ccccc1O)NCCc1c[nH]c2ccccc12
  LGR2 inh: 8 | DENV2 CPE: 9 | ARNT-TACC3 inh: 15 | SIRT5 block: 1 | CASP6 VEID inh: 1 | PAX8 inh HTS: -2 | EWS-Fli block: 15
CCN(CC(=O)NCc1ccc(Cl)cc1)C(=O)/C=C/c1ccc(C#N)cc1
  LGR2 inh: 2 | DENV2 CPE: 3 | ARNT-TACC3 inh: 11 | SIRT5 block: / | CASP6 VEID inh: 2 | PAX8 inh HTS: -2 | EWS-Fli block: 9
Cc1[nH]n(-c2ccc(Cl)cc2)c(=O)c1C(=O)c1ccccc1
  LGR2 inh: 27 | DENV2 CPE: -1 | ARNT-TACC3 inh: -8 | SIRT5 block: 5 | CASP6 VEID inh: 3 | PAX8 inh HTS: 23 | EWS-Fli block: 0

Additional entries follow.
SMILES	LGR2 inh	DENV2 CPE	ARNT-TACC3 inh	SIRT5 block	CASP6 VEID inh	PAX8 inh HTS	EWS-Fli block
CC(C)(C)[S@](=O)N1Cc2cc(C(=O)NCc3ccccc3F)nc(-c3cccc(-c4ccncc4)c3)c2[C@@H]1CCO	-9	-6	17	0	1	16	9
COc1ccc(NC(=O)N(C)C[C@@H]2Oc3ccc(NS(=O)(=O)c4ccc(F)cc4)cc3C(=O)N([C@H](C)CO)C[C@@H]2C)cc1	24	-4	-3	6	/	/	4
O=C1CCCCCN1CP(=O)(O)CN1CCCCCC1=O	8	-5	-8	0	-3	-7	-9
O=C(NCCN1CCNC1=O)c1ccc2sc([C@@H]3O[C@H](CO)[C@H](O)[C@H](O)[C@H]3O)nc2c1	8	-6	/	-7	1	-14	5
O=C(Nc1cccc(S(=O)(=O)NC2=NCCC2)c1)c1cc(F)c(F)c(F)c1F	-15	0	-5	-3	-21	-1	-2
CNc1nc(NC)c2cn[nH]c2n1	13	-5	3	/	-3	0	10
OCC[C@H]1C[C@@H](O)[C@H](O)[C@]2(OCCCc3ccccc32)O1	21	/	5	/	1	-24	-2
OC[C@@H]1[C@H](c2ccc(Br)cc2)[C@@H]2CN(Cc3cncnc3)CCCCN12	5	5	3	3	-2	10	-5
Cc1ccc(C(=O)NCCNC(=O)COc2ccc(C)c(C)c2)cn1	-7	-1	3	0	2	-5	-3
CC12CCC(=O)N1C(C(=O)NNC(=O)c1ccc(F)cc1)CS2 (centres undefined)	-6	3	1	-1	0	4	0
Cc1cccc(C(=O)Nc2cccnc2Cl)c1	-9	3	-1	1	-1	-43	-20
COc1ccc(-n2nnc3c(=O)n(Cc4ccccc4C)cnc32)cc1	2	/	-5	2	2	/	-7
C[C@@H]1CN([C@@H](C)CO)C(=O)Cc2cc(NC(=O)Cc3ccccc3)ccc2O[C@H]1CN(C)S(=O)(=O)c1cn(C)cn1	14	3	-1	/	/	-20	3
CCc1ccc(OCC(=O)N2CC(C(=O)OC)Oc3ccccc32)cc1 (centres undefined)	-6	13	1	-2	-1	-7	-4
COc1ccc2c3c(n(C)c2c1)[C@H](CO)N(C(=O)c1ccccn1)CC31CN(C(=O)c2ccccn2)C1	-11	-4	/	-3	3	/	-9
Cc1ccccc1-c1nc(C#N)c(N2CCCCC2)o1	-15	-3	17	-7	-3	-17	-20
O=C(CSc1nnc(-c2ccccn2)o1)Nc1ccccc1	-40	1	/	1	4	-24	-38
O=C(/C=C/c1ccccc1Cl)Nc1cccc(O)c1	-51	7	2	4	2	-89	6
C[C@@H]1CN([C@@H](C)CO)C(=O)c2cccc(NS(=O)(=O)c3ccccc3)c2O[C@@H]1CN(C)S(=O)(=O)c1ccc(Cl)cc1	17	?	/	/	/	15	-2
CCc1cc2c(nc1CC)CCCN2S(=O)(=O)c1ccccc1	13	3	/	/	-1	-19	-4
C[C@H]1CN([C@@H](C)CO)C(=O)CCCn2nncc2CO[C@H]1CN(C)Cc1cccc(C(=O)O)c1	6	?	0	0	2	14	-9
CCOC(=O)C1(Cc2ccccc2C)CCCN(C(=O)CN2C(=O)CSC2=O)C1 (centres undefined)	-11	1	-6	-3	0	-18	-21
CC(C)CC#Cc1cnc2c(c1)C(=O)N([C@@H](C)CO)C[C@H](C)[C@@H](CN(C)C(=O)C1CCOCC1)O2	2	-2	-12	-1	1	/	2
COc1ccc(S(=O)(=O)Nc2ccc3c(c2)CC(=O)N([C@H](C)CO)C[C@@H](C)[C@@H](CN(C)C(=O)NC(C)C)O3)cc1	15	-1	-8	-4	-1	/	-12
COc1ccc(NC(=O)N(C)C[C@H]2OCCCC[C@H](C)Oc3ccc(NC(=O)c4ccncc4)cc3C(=O)N([C@@H](C)CO)C[C@@H]2C)cc1	8	49*	2	/	/	-30	5
O=C(COC(=O)/C=C/c1ccc(F)cc1)Nc1cccc(S(=O)(=O)N2CCCC2)c1	/	-3	5	-1	-4	11	3
Cc1ccccc1OC(C)C(=O)Nc1cccnc1 (centres undefined)	-3	-2	3	-5	-2	-22	/
COc1ccc(/C=N/Nc2cc(=O)n(C)c(=O)n2C)cc1OC	14	4	6	/	17	33	7
CC(=O)Nc1ccc(N=Cc2c(O)c(C(=O)Nc3ccccc3)cc3ccccc23)cc1	6	-3	/	0	-3	9	-22
Cc1ccccc1NS(=O)(=O)c1ccc(OCC(=O)NCc2ccccn2)cc1	/	-3	-10	3	-3	7	2

Limited to EWS-Fli block and SIRT5 block (4 entries from above):
canonical_smiles | EWS-Fli block | SIRT5 block
C[C@H]1CN([C@@H](C)CO)C(=O)CCCn2nncc2CO[C@H]1CN(C)Cc1cccc(C(=O)O)c1 | -9 | 0
COc1ccc(NC(=O)N(C)C[C@H]2OCCCC[C@H](C)Oc3ccc(NC(=O)c4ccncc4)cc3C(=O)N([C@@H](C)CO)C[C@@H]2C)cc1 | 5 | /
CC(=O)Nc1ccc(N=Cc2c(O)c(C(=O)Nc3ccccc3)cc3ccccc23)cc1 | -22 | 0
CC(C)CC#Cc1cnc2c(c1)C(=O)N([C@@H](C)CO)C[C@H](C)[C@@H](CN(C)C(=O)C1CCOCC1)O2 | 2 | -1
